Assay outcomes: PubChem, Broad Institute
F508del corr: F508del CFTR correction, initial screen, CFBE line, single point | activity (quench increase), % at 7.58 µM | CFBE cells, YFP halide quenching; stimulated with forskolin plus potentiator P3; % fluorescence drop versus neutral controls | 350,000 compounds, 0.36% hits;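 active = mean added fluorescence quench of at least 8% versus neutral control, with both replicates also reaching 8%; inconclusive = only one of the mean or replicate conditions met; inactive = mean below 8% and not both replicates reaching 8%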;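 also: cells transiently co-express mutant CFTR-F508del with the halide-sensitive YFP; corrector assay measuring rescue of mutant channel to the surface after 24 h compound exposure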
PglD inh: C. jejuni PglD acetyltransferase inhibitors, primary screen, biochemical, DTNB colorimetric, single point. 360,000 compounds, 0.098% hits. UDP-N-acetylbacillosamine N-acetyltransferase PglD (Campylobacter jejuni). inhibition, % at 12.5 µM. purified PglD enzyme, DTNB colorimetric CoA detection; in the data active = inhibition above about 16%, passing the limit was not always enough; inconclusive = no clear call, values can overlap the other calls; also: strong numbers were not always called active
PGC1a acetyl inh: inhibitors of PGC1a acetylation signal, primary screen, cell-based, U2OS, AlphaScreen, inhibitor mode; AlphaScreen anti-acetyl-lysine; with virally co-expressed GCN5 acetyltransferase; inhibition, % at 15.6 µM; 350,000 compounds, 0.17% hits;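 active = every replicate shows inhibition of at least 40%; inconclusive = mean inhibition at least 40% but some replicate below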;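 also: 0% = neutral control wells and 100% = positive control wells; some results beyond the cut were filed as inactive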
GSIS activator: GLuc luminescence reporter in INS-1E cells, primary screen for activators of glucose-dependent secretion of insulin. INS-1E GLuc reporter insulin secretion, 2-3 h. 370,000 compounds, 0.61% hits. activation, % at 16.6 µM;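 active = lowest replicate activation of at least 40%, so every replicate reaches that level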;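 also: 0% = median of neutral control wells and 100% = median of IBMX positive control wells; some compounds called inactive have numbers as strong as hits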
Cneo AK release: Cryptococcus neoformans cell lysis inducers, primary screen, AK release luminescence, single concentration; C. neoformans lysis, adenylate kinase release luminescence, 4 h; normalised: neutral wells 0, clomiphene wells 100; lysis activity, % at 15 µM; 360,000 compounds, 0.2% hits;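 active = mean lysis activity across replicates of at least 80%, whatever share of replicates individually reach that level; inactive = mean lysis activity below 80%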
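Assay system: Cryptococcus neoformans yeast cells / Dosing: single-point compound dose / Timing: 4 h at 37 °C static, read 1 h later / Measured by: luminescence of released adenylate kinase using an AK detection reagent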
miR-122 sensor: miR-122 Renilla sensor signal increase in Huh7, primary screen, miR-122 inhibitor project, cell-based, single point, plate reader; 340,000 compounds, 0.3% hits; AID 602342, 2012; Huh7 miR-122 Renilla luciferase sensor, 48 h; neutral wells = 0, positive control = 100; activation (reporter increase), % at 12.5 µM;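 active = mean replicate activation score at least 90 and every replicate individually at or above 90; inconclusive = only one of the two criteria met; inactive = neither criterion met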;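 also: higher luciferase means less miR-122 activity so hits act as miR-122 inhibitors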
C2C12 statin: suppressors of statin myotoxicity in C2C12 myotubes, primary screen, cell-based, single point, plate reader | rescue of ATP level, % at 7.49 µM | C2C12 myotubes + simvastatin, ATP luminescence, 48 h; scaled: DMSO 0, geranylgeraniol control 100 | 330,000 compounds, 0.78% hits;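 active = mean ATP rescue above about 67%, or every replicate alone reaching that limit, limit read from the data, passing the limit was not always enough; inconclusive = no clear call, values can overlap the other calls; inactive = mean under the limit and some replicate under it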;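 also: myotubes were challenged with 10 µM simvastatin during compound exposure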
FN deposit inh: inhibitors of fibronectin matrix deposition, primary screen, AH1F cells, Alexa488-fibronectin fluorescence, plate reader. AH1F fibroblasts, overnight. AID 743247, 2014. 350,000 compounds, 0.086% hits. inhibition, % at 12.6 µM;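 active = mean inhibition across replicates of 30% or more, regardless of how many single replicates reach that level; inconclusive = mean under 30% yet at least half of replicates reach 30%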;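 also: positive control wells lacked labelled fibronectin entirely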
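Schedule: 1 h cell adhesion before compound, then overnight fibronectin incubation; test system: AH1F fibroblast monolayer depositing Alexa488-labelled fibronectin into matrix; quantity: 10000 AH1F cells per well; probe or stimulus: fluorescent fibronectin at 24 nM final; signal: fluorescence, ex 485 nm, em 525 nm; evaluation: percent inhibition as loss of matrix-bound fibronectin fluorescence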
* hit, by the source's call; ? = inconclusive; . = no result given; & = joins results of further samples; [ ] = another dose, or the depositor's remark. This is a random part of the collection. Share with any hit: about 2.1%.

1: CC(C)CN(C(=O)CSc1nc2ccccc2c(=O)[nH]1)c1c(N)n(CC(C)C)c(=O)[nH]c1=O
2: COc1ccc(C2C(C(=O)c3cccs3)=C(O)C(=O)N2Cc2cccnc2)cc1OC (stereo not given)
3: CCCCN(CCCC)S(=O)(=O)c1ccc(OC)c2ncccc12
4: CC(C(=O)Nc1nc(-c2ccc(F)cc2)cs1)N1C(=O)C2CC=CCC2C1=O (stereo not given)
5: Cc1nn(CC(=O)NCc2cccnc2)c(C)c1[N+](=O)[O-]
6: O=C(c1ccc2c(c1)OCO2)N1CCC2(CC1)Oc1ccc(Cl)cc1C(=O)C21CC(c2ccccc2)=NO1 (stereo not given)
compound no.	1	2	3	4	5	6
F508del corr	-2.4	2.4	.	-3.7	-0.1	-5.7
PglD inh	2	.	-2	4	.	-7
PGC1a acetyl inh	.	3	-26	-7	7	-7
GSIS activator	34	9	.	-40	20	-5
Cneo AK release	-1	.	0	-1	.	0
miR-122 sensor	.	.	1	1	.	-1
C2C12 statin	-11	.	66*	-3	.	17
FN deposit inh	8	-20	.	-6	8	19

7: O=C(c1cc([N+](=O)[O-])[nH]n1)N1CCSCC1
8: O=C(C[C@H]1C[C@H]2c3cc(NC(=O)CC4CC4)ccc3O[C@H]2[C@H](CO)O1)NCc1ccncc1
9: COc1ccccc1/C=C1\C(=O)Nc2ccccc21
10: COCC(=O)N[C@@H]1CC[C@H](CC(=O)N2CCCCC2)O[C@H]1CO
11: CCOC(=O)CCCc1sc(N)nc1-c1[nH]c(=O)[nH]c1C
12: CC(=O)N(c1nc(/C=C\C(=O)O)cs1)c1ccccc1F
compound no.	7	8	9	10	11	12
F508del corr	-0.4	0.8	-5.1	1.7	.	-0.9
PglD inh	-4	1	1	-3	-4	3
PGC1a acetyl inh	-1	-3	10	6	-5	12
GSIS activator	.	18	-4	17	.	4
Cneo AK release	0	-1	0	-4	-8	3
miR-122 sensor	.	-9[16.7 µM]	3	0[16.7 µM]	-3	-6
C2C12 statin	.	-1	14	16	-9	4
FN deposit inh	3	.	-17	-2	.	-8

13: CO[C@@H]1CC[C@H]2CCN(C)C(=O)[C@H](C)[C@H](OC)CN(C)C(=O)c3cccc(C#N)c3OC[C@@H]1O2
14: O=C(CCCOc1ccccc1)Nc1cccc(S(=O)(=O)N2CCCCCC2)c1
15: Cc1ccc(CN(C)C(=O)c2cccc(S(=O)(=O)N3CCCC3)c2)o1
16: Cc1c(Br)cccc1NC(=O)C1(C)CCN1Cc1ccccc1OC(F)F (stereo not given)
17: CC(C)CC(C(=O)Oc1ccc2c3c(c(=O)oc2c1)CCC3)N1C(=O)c2ccccc2C1=O (stereo not given)
18: CNC[C@@H]1Oc2cc(C#CCN(C)C)ccc2S(=O)(=O)N([C@@H](C)CO)C[C@H]1C
compound no.	13	14	15	16	17	18
F508del corr	0.2	2.6	5.4	-2.5	.	-1.0
PglD inh	0	.	0	-1	0	1
PGC1a acetyl inh	-2	.	-15	.	1	10
GSIS activator	-7	-40	17	-24	-20	22
Cneo AK release	-8	2	0	-1	0	-1
miR-122 sensor	.	.	0	6	6	-4[16.7 µM]
C2C12 statin	3	2	-2	-4	-8	4
FN deposit inh	-10	3	-5	-12	.	-3

19: CCCN(C)C[C@H]1Oc2cc(-c3cccnc3)ccc2S(=O)(=O)N([C@H](C)CO)C[C@H]1C
20: COC1CCCN(Cc2nc(Cc3ccccc3F)no2)C1 (stereo not given)
21: Cc1ccc(CN(C)C(=O)c2ccc(S(=O)(=O)N3CCCCCC3)cc2)o1
22: C[C@H]1CN([C@@H](C)CO)C(=O)c2cc(-c3cccc(F)c3)cnc2O[C@@H]1CN(C)S(=O)(=O)c1cccc(F)c1
23: COc1ccc(-c2csc(C3=C(O)CN(C(C)C)C3=N)n2)cc1OC
24: COc1ccc(-c2occ(C(=O)O)c2C(=O)O)cc1
compound no.	19	20	21	22	23	24
F508del corr	-1.1	3.7	-2.4	-5.7	0.2	.
PglD inh	-2	-1	1	0	6	-5
PGC1a acetyl inh	-17	.	1	-12	-6	-2
GSIS activator	-17	-1	-26	-30	21	.
Cneo AK release	2	0	0	-5	-1	-4
miR-122 sensor	-2[16.7 µM]	0	5	2[16.7 µM]	-3	-2
C2C12 statin	-13	9	6	17	-26	2
FN deposit inh	.	-7	-6	-15	0	6

Taken from the entries so far, five compounds:
16: Cc1c(Br)cccc1NC(=O)C1(C)CCN1Cc1ccccc1OC(F)F (stereo not given)
17: CC(C)CC(C(=O)Oc1ccc2c3c(c(=O)oc2c1)CCC3)N1C(=O)c2ccccc2C1=O (stereo not given)
18: CNC[C@@H]1Oc2cc(C#CCN(C)C)ccc2S(=O)(=O)N([C@@H](C)CO)C[C@H]1C
19: CCCN(C)C[C@H]1Oc2cc(-c3cccnc3)ccc2S(=O)(=O)N([C@H](C)CO)C[C@H]1C
20: COC1CCCN(Cc2nc(Cc3ccccc3F)no2)C1 (stereo not given)
compound no.	16	17	18	19	20
F508del corr	-2.5	.	-1.0	-1.1	3.7
PglD inh	-1	0	1	-2	-1
PGC1a acetyl inh	.	1	10	-17	.
GSIS activator	-24	-20	22	-17	-1
Cneo AK release	-1	0	-1	2	0
miR-122 sensor	6	6	-4[16.7 µM]	-2[16.7 µM]	0
C2C12 statin	-4	-8	4	-13	9
FN deposit inh	-12	.	-3	.	-7

Remaining list, next part.
25: CCCS(=O)(=O)N1CCCC(C(=O)NCCN2CCC(Cc3ccccc3)CC2)C1 (stereo not given)
26: Cc1cc(C)cc(S(=O)(=O)Cc2noc(C(=O)NCc3ccccc3)c2C(=O)NCc2ccccc2)c1
27: COc1ccc(C2=CC(=O)OC3(CCCC3)O2)cc1
28: CN(CCOc1ccccc1)C(=O)C1CCN(C(=O)c2ccc(Cl)cc2)CC1
29: O=C(Nc1cccc(S(=O)(=O)N2CCOCC2)c1)c1ccc(=O)[nH]c1
30: Cc1ccc(Cl)cc1NC(=S)N/N=C/c1cccc2ccccc12
compound no.	25	26	27	28	29	30
F508del corr	.	2.4	.	-0.4	-1.2	?
PglD inh	4	3	-2	6	-2	4
PGC1a acetyl inh	-3	-14	-4	-5	-9	-3
GSIS activator	.	7	.	-4	21	26
Cneo AK release	-1	1	0	25	0	3
miR-122 sensor	-4	-9	-7	0	5	14
C2C12 statin	117*	27	-10	2	-1	.
FN deposit inh	.	5	-7	6	2	-5

31: O=C(Cn1cnc([N+](=O)[O-])n1)NCCc1ccccc1
32: COc1cccc(CN2CCN(Cc3ccc(OC)c(OC)c3)CC2CCO)c1 (stereo not given)
33: COCCNC(=O)C1(C)CCN(C(=O)c2sccc2C)C1 (stereo not given)
34: CC(Sc1nnc(-c2ccc(OC(F)F)cc2)o1)C(=O)NCC1CCCO1 (stereo not given)
35: Cc1noc(C)c1NC(=O)N(C)C[C@H]1OCCCC[C@@H](C)Oc2ccc(NC(=O)c3ccccc3)cc2C(=O)N([C@H](C)CO)C[C@@H]1C
36: CCNS(=O)(=O)c1ccc(OC)c(C(=O)NC2CCCCC2)c1
compound no.	31	32	33	34	35	36
F508del corr	-1.3	2.7	-1.5	-1.8	1.4&-0.6	.
PglD inh	.	-6	-11	-2	-7&-11	-1
PGC1a acetyl inh	-1	.	4	.	-2&-7	2
GSIS activator	-5	14	25	6	-5&24	.
Cneo AK release	.	-4	2	-1	7&12	0
miR-122 sensor	-3	-7	-6	.	-1	2
C2C12 statin	.	1	-34	8	-11	7
FN deposit inh	5	5	4	-13	7&-4	.

37: CC(=O)c1ccc(Nc2nc(-c3ccccc3)nc3ccccc23)cc1
38: C[C@H](CO)N1C[C@H](C)[C@@H](CN(C)S(=O)(=O)c2cccs2)Oc2ccc(NS(=O)(=O)c3ccc(F)cc3)cc2CC1=O
39: O=C(O)c1ccccc1OCc1ccccc1Cl
40: C[C@H]1CCCCO[C@H](CN(C)S(=O)(=O)c2ccccc2)[C@@H](C)CN([C@@H](C)CO)C(=O)c2cc(NC(=O)CCC(F)(F)F)ccc2O1
41: CN1C(=O)CS(=O)c2ccc(C(=O)NCCC3=CCCCC3)cc21 (stereo not given)
42: Cc1cc([N+](=O)[O-])ccc1NCc1ccc2ccccc2c1
compound no.	37	38	39	40	41	42
F508del corr	2.6	1.3	-0.8	-2.5	-1.1	0.1
PglD inh	0	0	3	-1	-4	-5
PGC1a acetyl inh	-29	0	3	6	3	-3
GSIS activator	16	-9	21	-22	8	10
Cneo AK release	-1	59	0	0	-2	2
miR-122 sensor	21	17[16.7 µM]	1	11[16.7 µM]	-4	2
C2C12 statin	-8	43	-4	.	-13	-12
FN deposit inh	2	.	0	.	-1	.

43: CC(C)CNC(=O)c1ccccc1NC(=O)CSCc1ccccc1
44: C[C@@H]1CN([C@@H](C)CO)C(=O)c2cc(-c3ccc(F)cc3)cnc2O[C@@H]1CN(C)C(=O)C1CCC1
45: COc1ccccc1N1CCN(C(=O)c2cc3cc(F)ccc3[nH]2)CC1
46: NC(=O)[C@@H]1CCCN1C(=O)[C@@H](Cc1cnc[nH]1)NC(=O)[C@@H]1CCC(=O)N1
47: OCCCn1c(CCNc2nc(-c3ccc(Cl)cc3)cs2)nc2cc(C(F)(F)F)ccc21
48: COc1ccc(CN(C)C(=O)/C=C/[C@H]2O[C@@H](n3cnc4c(N)ncnc43)[C@H](O)[C@@H]2O)cc1OC
compound no.	43	44	45	46	47	48
F508del corr	.	0.4	0.4	-2.3	1.5	-0.8
PglD inh	-5	2	1	1	1	1
PGC1a acetyl inh	-10	-2	7	.	-3	2
GSIS activator	.	9	-32	1	-17	-8
Cneo AK release	0	-1	15	3	-3	0
miR-122 sensor	-1	-1[16.7 µM]	10	.	4	-1
C2C12 statin	19	21	8	3	-5	0
FN deposit inh	.	-3	-1	.	3	20

49: Cc1nc2ccccc2c(=O)n1/N=C/c1cn[nH]c1-c1ccccc1
50: O=C1NCCCN1C1OC(CO)C(O)C1O (stereo not given)
51: C[C@H](CO)N1C[C@H](C)[C@H](CN(C)C(=O)Nc2ccccc2)OCCCC[C@H](C)Oc2ccc(NS(=O)(=O)c3ccc(Cl)cc3)cc2C1=O
52: Cc1noc(NS(=O)(=O)c2ccc(NC(=O)CSc3ncccn3)cc2)c1C
53: CCN(CC)c1ccc(NC(=O)CN2CCN(c3ccccc3F)CC2)cc1
54: COc1cc(NC(=O)Nc2cccc3cccnc23)cc(OC)c1OC
55: Cc1ccc(S(=O)(=O)NCCCC(=O)C=[N+]=[N-])cc1
compound no.	49	50	51	52	53	54	55
F508del corr	-3.4	-2.8	0.1	0.5	.	-1.9	.
PglD inh	-2	1	4	4	3	-3	-3
PGC1a acetyl inh	-7	0	0	-1	-10	2	6
GSIS activator	.	18	-24	5	.	-12	.
Cneo AK release	-1	0	-1	1	-1	-8	-1
miR-122 sensor	0	-6	-16[16.7 µM]	3	-1	-7	-3
C2C12 statin	.	2	.	-7	-11	-11	-1
FN deposit inh	-2	13	-12	-3	.	4	.
